Screening results as filed in PubChem.
NR2E3 ag-1: NR2E3 (human) agonism. inhibition of corepressor binding, % at 4.78 µM. hit rate 0.12% among 320,000. GST-NR2E3/biotin-RetCOR TR-FRET, 1536-well. Q9Y5X4. AID 2300;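 active = percent inhibition above the cutoff of mean plus 3 SD of all tested compounds, set per screening campaign, cut at about 20% in these data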;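 note: 0% = DMSO wells and 100% = biotin wells as full block of FRET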
Target sequence (Q9Y5X4 whole entry, looked up): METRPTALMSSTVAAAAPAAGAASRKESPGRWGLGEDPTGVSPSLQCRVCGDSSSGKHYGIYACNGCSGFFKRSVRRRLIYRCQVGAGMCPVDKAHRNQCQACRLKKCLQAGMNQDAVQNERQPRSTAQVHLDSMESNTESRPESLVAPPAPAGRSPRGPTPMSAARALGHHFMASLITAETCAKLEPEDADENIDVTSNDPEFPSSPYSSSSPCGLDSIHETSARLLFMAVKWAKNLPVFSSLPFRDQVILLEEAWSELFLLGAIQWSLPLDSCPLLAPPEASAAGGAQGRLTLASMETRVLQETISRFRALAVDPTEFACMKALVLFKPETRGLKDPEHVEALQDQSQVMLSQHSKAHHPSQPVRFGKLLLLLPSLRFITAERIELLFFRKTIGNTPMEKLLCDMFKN
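Assay system: NR2E3–RetCOR corepressor complex. Quantity: 1.35 nM GST-NR2E3. Buffer or medium: pH 7.5 Tris-based buffer. Reagent: biotinylated RetCOR corepressor at 7 nM final. Schedule: 5 h at 4 °C. Detection: TR-FRET, emission read at 617 and 671 nm. Replicates: one well per compound, singlicate testing.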
Peg3 prom inh: inhibitors of Peg3 promoter; HeLa PEG-Prom luciferase reporter, luminescence, overnight; hit rate 1.7% among 360,000; inhibition, % at 20 µM; AID 588405;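 active = inhibition of at least 50% at 20 µM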
MITF TRPM1 inh: MITF TRPM1 promoter inhibition in SK-MEL-5 cells; inhibition, % at 12.5 µM; SK-MEL-5 TRPM1 promoter luciferase, 24 h; hit rate 0.83% among 330,000;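 active = mean inhibition across replicates of 60% or more, whatever share of single replicates reaches that level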; note: values of inactives mirror those of a sister screen read the other way
HIF-2a inh: HIF-2a inhibition; 786-0 RCC cells HIF-2a reporter, luciferase luminescence, overnight; inhibition, % at 18.8 µM; hit rate 0.72% among 360,000; AID 624352;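 active = inhibition of the luminescence signal of 40% or more relative to plate controls, in a single-dose primary screen at 18.75 µM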
CF NFkB inh: inhibitors of cystic fibrosis induced NF-kB; KKLEB NF-kB-GFP reporter, PAF-induced, GFP fluorescence overnight; inhibition, % at 5 µM; hit rate 0.86% among 360,000; AID 588850;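 active = at least 50% inhibition at 5 µM, scaled per plate between neutral and stimulator controls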;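 note: PAF is a Pseudomonas aeruginosa culture filtrate used as stimulus; plate controls were PAF-stimulated DMSO wells for no effect and unstimulated DMSO wells for full effect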
TWEAK Fn14 block: blocks TWEAK-Fn14 interaction in a reporter cell assay | inhibition, % at 10 µM | hit rate 2% among 360,000 | TWEAK-stimulated Fn14 reporter cells, luciferase luminescence, 8 h | AID 1159606; in the data active = inhibition above about 50%
Shn3 3UTR inh: Schnurri-3 reporter inhibition in Clone20 osteoblasts | hit rate 0.52% among 360,000 | inhibition, % at 12.5 µM | AID 588674 | Clone20 osteoblast Shn3 3'UTR firefly luciferase, 24 h;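 active = mean inhibition of at least 75% with every replicate also reaching 75%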;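 note: 0% = median of neutral control wells and 100% = pilot-screen positive control compound; some compounds past the cut are filed as inactive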
KKLEB cytotox: reduces viability of KKLEB cystic fibrosis airway cells; KKLEB CF airway cells viability, ATPlite luminescence, overnight; active compounds read low; cells stimulated with P. aeruginosa culture filtrate; activity change (cytotoxicity), % at 5 µM; hit rate 0.36% among 360,000;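 active = corrected activity change at or below -50% at 5 µM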
iPSC survival up: hiPSC single-cell survival enhancement | ATPlite luminescence; 100% = ROCK inhibitor wells, 0% = DMSO | survival enhancement, % at 20 µM | hit rate 0.044% among 360,000 | AID 602274; in the data active = survival enhancement above about 18%;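 note: cells exposed to compounds for 16 hours before the ATP read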
aDG glyco up: alpha-DG glycosylation activation. Pro5-aDG cells, alpha-DG glycosylation AlphaScreen (IIH6); 0% Pro5, 100% B10-LARGE cell signal. activation, % at 10 µM. hit rate 0.22% among 360,000;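 active = activation of at least 8% versus controls, or a plate z-score of at least 8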;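 note: Pro5 are CHO cells carrying HIG-tagged alpha-DG that lacks glycosylation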
NR2E3 ag-2: agonists of human NR2E3 nuclear receptor | Q9Y5X4 | CHO-S Gal4-NCOR/VP16-NR2E3 two-hybrid, luciferase | inhibition of corepressor binding, % at 3.98 µM | hit rate 0.35% among 360,000 | AID 602229;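 active = inhibition above the mean of all tested compounds plus 3 SD, cut at about 70% in these data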;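 note: 0% = DMSO with NR2E3 transfected cells and 100% = cells lacking NR2E3 construct; higher means lower luciferase signal from less NR2E3 corepressor binding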
* = called active by the depositor; . = not tested or not shown.

SMILES | NR2E3 ag-1 | Peg3 prom inh | MITF TRPM1 inh | HIF-2a inh | CF NFkB inh | TWEAK Fn14 block | Shn3 3UTR inh | KKLEB cytotox | iPSC survival up | aDG glyco up | NR2E3 ag-2
COc1ccc(-c2sc3ccc(OC)cc3c2C#CCCO)cc1 | 2 | 10 | 7 | -6 | 13 | -30 | -11 | -18 | 1.7 | 1.1 | -18
O=C(Cc1cccs1)NC1(C(=O)NC2CCCC2)CCCCC1 | -1 | 11 | 0 | 9 | 0 | 6 | 8 | 18 | -0.4 | 0.2 | -16
COc1ccc(/C=C\C(=O)NCC(=O)N/N=C/c2cccc(OC)c2O)cc1 | 1 | 37 | 17 | 6 | -1 | 28 | 25 | -15 | -0.1 | 0.1 | -17
COC(=O)c1ccc(C2NC(=O)c3c(sc(C)c3C)N2)cc1 (centres undefined) | 0 | -92 | -20 | -39 | -3 | -5 | -9 | 9 | 0.4 | 0.0 | -34
COC(=O)c1ccc(NC(=O)C(=O)N2CCN(C(=S)Nc3cccc(C)c3C)CC2)cc1 | -1 | 23 | -3 | 9 | -5 | -4 | 16 | -8 | -1.2 | 0.3 | 7
Clc1ccc(-c2nnc(C34CC5CC(CC(C5)C3)C4)o2)cn1 | 2 | -31 | -15 | 5 | 3 | 1 | 6 | -6 | -1.5 | -0.3 | 1
CCCCC(=O)Nc1cccc(NC(=O)c2ccc3c(c2)OCO3)c1 | 4 | -45 | -4 | -49 | 10 | -17 | 12 | 6 | 0.5 | -0.2 | -15
CCCCc1ccc(S(=O)(=O)NC(=O)C2(C)CCN2C(=O)Cc2ccccc2)cc1 (centres undefined) | . | 3 | . | 6 | -5 | 2 | 5 | 10 | 5.2 | 0.1 | -9
Cc1csc(N/N=C\c2cccnc2)n1 | 8 | -140 | -74 | -208 | 1 | -28 | -66 | 12 | 2.0 | 4.9 | -66
O=C(CSc1nnc(C2COc3ccccc3O2)o1)N1CCN(c2ccccc2)CC1 (centres undefined) | 4 | 4 | 10 | 5 | 16 | 5 | 6 | -10 | 0.1 | 0.0 | -21
C/C(CC1CC(C)(C)OC1=O)=N\NC(N)=S (centres undefined) | -1 | 2 | . | 15 | 5 | -11 | -13 | -3 | -0.6 | 0.0 | -15
Cc1cc(C)n2nc(SCC(=O)NC3CCCCC3C)nc2n1 (centres undefined) | -2 | -24 | -13 | 1 | 9 | 13 | -10 | 3 | -0.3 | -0.3 | 10
COCC(=O)OCC(=O)Nc1ccccc1-c1ccccc1 | 0 | 11 | -5 | 12 | -1 | -10 | 0 | -5 | -2.4 | -0.1 | -10
O=C(COC(=O)CCS(=O)(=O)c1ccc(F)cc1)NC1CCCCC1 | 4 | 9 | 8 | 10 | 19 | 16 | -22 | 0 | 1.4 | 0.4 | -22
O=C(Nc1ccc(Cl)cc1)c1nc[nH]c1C(=O)NCc1ccccc1 | 1 | 20 | 1 | -41 | 2 | 26 | 2 | -10 | 5.1 | 1.6 | -12
O=C(CCCN1C(=O)c2ccccc2C1=O)NC1=NCCS1 | . | 17 | 8 | 4 | 2 | -5 | -13 | -1 | -1.0 | 0.0 | -25
Cc1cccc(CSc2ncnc3ccccc23)c1 | 2 | -110 | -21 | -160 | 8 | 3 | -25 | -2 | -0.4 | 0.2 | -15
O=C(Nc1cccc(-c2nc3ccccc3c(=O)o2)c1)c1ccccc1 | 4 | 4 | 6 | 13 | -2 | -18 | -2 | 8 | 7.7 | 0.1 | -52
CCOC(=O)C1(C)NC(c2cccs2)C2C(=O)N(c3ccc(C)cc3)C(=O)C21 (centres undefined) | 3 | 7 | 3 | 19 | -19 | 19 | 0 | -6 | -0.8 | 0.3 | 7
CCOC(=O)c1c(C)[nH]c(C)c1C(=O)CSc1nncs1 | 3 | 22 | 13 | 19 | -2 | 16 | 6 | 5 | -1.7 | 0.0 | -19
COc1ccc(CNC(=O)CNC(=O)c2cccs2)c(OC)c1 | 0 | -11 | -16 | -8 | -7 | 25 | -7 | -1 | -0.1 | 0.0 | -5
Cc1ccc(-n2cnc3c(sc4nccc(N(C)C)c43)c2=O)cc1 | 0 | -106 | -48 | -96 | 35 | -9 | 3 | 2 | 1.5 | -0.1 | -32
CC(Oc1ccccc1)C(=O)Nc1ccc(S(=O)(=O)N2CCN(C)CC2)cc1 (centres undefined) | -3 | 7 | 1 | 8 | 16 | -7 | -4 | -10 | -0.3 | -0.4 | -5
CC1(C)Cc2cccc(C(=O)Nc3ccncc3)c2O1 | 0 | -1 | 0 | 4 | 16 | 9 | 9 | -4 | 0.0 | 0.0 | -18
CC(OC(=O)c1ccccn1)C(=O)Nc1ccc2c(c1)OCCO2 (centres undefined) | 15 | -17 | -8 | -1 | 7 | -10 | -52 | -3 | 0.3 | 0.1 | -26

Next section.
SMILES | NR2E3 ag-1 | Peg3 prom inh | MITF TRPM1 inh | HIF-2a inh | CF NFkB inh | TWEAK Fn14 block | Shn3 3UTR inh | KKLEB cytotox | iPSC survival up | aDG glyco up | NR2E3 ag-2
CCOC(=O)C(Cc1ccc(O)cc1)NC(=O)CCc1c[nH]c2ccccc12 (centres undefined) | 0 | -2 | -7 | 13 | -7 | 11 | -5 | 3 | -0.5 | 0.0 | -15
COc1ccc(CC(=O)N2CCN(c3ccccc3)CC2)cc1 | -2 | -2 | -2 | 3 | -25 | 2 | -7 | 13 | 1.5 | 0.0 | -20
N#CCC(=O)Nc1ccc(C(=O)NNC(=O)CCN2CCN(c3ccccc3)CC2)cc1 | 0 | -26 | -3 | 11 | -15 | 16 | -24 | 2 | 0.6 | 0.9 | -10
Cc1ccc(C(=O)N2CCOCC2)cc1S(=O)(=O)Nc1cccc(C)c1C | -2 | 11 | 14 | 23 | 6 | -7 | -12 | -1 | -0.2 | 0.0 | 3
O=C(Cn1cnc2c(nnn2Cc2ccc(Cl)cc2)c1=O)c1ccccc1 | -1 | 16 | . | -4 | -2 | -12 | -6 | -2 | -2.3 | -0.2 | -24
Cc1c(C(=O)NCc2cccnc2)sc2ncn(CC(=O)N3CCCCC3C)c(=O)c12 (centres undefined) | . | 14 | 0 | 9 | 4 | -10 | 11 | -3 | 0.4 | -0.3 | -20
COCC1CCCCN1Cc1cn(-c2ccccc2)nc1-c1ccc2c(c1)OCO2 (centres undefined) | 1 | -5 | -2 | 11 | 13 | 9 | -4 | -1 | -0.6 | -0.2 | 7
CCOC(=O)C1=C(C)Nc2ccccc2N/C1=N\S(=O)(=O)c1ccc(Cl)cc1 | 6 | 39 | -1 | -4 | 2 | -1 | 4 | -1 | -0.3 | -0.2 | -7
Cc1nc2cc(-c3ccc(F)cc3)[nH]n2c(=O)c1C | 0 | -289 | -14 | -205 | -16 | 3 | -149 | -2 | -0.3 | 1.8 | -97
Cc1ccc(SCc2cc(=O)[nH]c(/N=C(\N)Nc3ccccc3Sc3ccccc3)n2)cc1 | 4 | 8 | -14 | 0 | -6 | 65* | 6 | -5 | -0.8 | 0.2 | -12
C(=N\n1cnnc1)/c1ccc2c(c1)OCO2 | -1 | 7 | 10 | -2 | 0 | -11 | 4 | 3 | 0.7 | 3.9 | -13
O=C(OCc1cn([C@@H]2CN(C(=O)c3cccs3)[C@@H](c3ccccc3)C[C@H]2O)nn1)c1ccccc1 | . | -7 | . | -13 | -2 | 17 | -17 | -1 | -3.2 | 0.1 | -9
CCn1c(=O)c2c(n3c(=S)[nH]nc13)-c1ccccc1CC21CCCCC1 | 5 | 18 | 4 | 16 | 17 | -26 | -1 | -8 | 0.0 | -0.1 | -19
O=C1COc2ccc(C(=O)COC(=O)Cc3ccc(Cl)cc3)cc2N1 | -2 | 13 | -1 | 12 | -16 | -19 | 5 | 2 | -0.7 | 0.1 | -2
CCOc1ccc(NS(=O)(=O)c2cc(NC(=O)C3CC3)ccc2C)cc1Br | . | 27 | -7 | 11 | 24 | 32 | -19 | -8 | 3.1 | -0.1 | -1
Cc1ccc(S(=O)(=O)NC2=NCN(C(C)C)CN2)cc1 | -2 | 12 | 6 | 11 | 17 | 28 | -13 | 3 | -0.3 | -0.1 | -6
CSc1nc(Cl)cc(N2CCOCC2)n1 | 0 | -14 | -5 | -3 | 4 | -8 | -3 | -12 | 1.4 | 0.1 | -5
CC(=O)c1sc(NC(=O)c2cccc3ccccc23)nc1C | 3 | -139 | -20 | -131 | 11 | 9 | -58 | -11 | -2.6 | -0.3 | -12
COCCCNC(=O)c1cc(C)nn1-c1ccccc1 | 0 | 14 | 11 | 11 | -10 | -5 | 5 | -2 | 0.5 | 0.0 | -8
O=C(CSc1nc2ccccc2[nH]1)Nc1ccc(N2CCOCC2)cc1 | -2 | -7 | -9 | -7 | -10 | 11 | 15 | -9 | -0.5 | 0.1 | -31
Cc1noc(C)c1NC(=O)N(C)C[C@H]1Oc2ccc(NS(=O)(=O)c3c(C)noc3C)cc2C(=O)N([C@H](C)CO)C[C@@H]1C | . | 0 | -2 | 12 | -5 | -3 | 7 | 4 | 1.8 | -0.3 | -25
COc1ccc(-c2cnn3c4c(c(C)nc23)CCN4C(C)C)cc1OC | 1 | -172 | -69 | -158 | 22 | -69 | -21 | -5 | 0.7 | -0.4 | -48
CCn1c(SCC(=O)NC2CCCC2)nnc1-c1cccnc1 | 1 | 11 | 3 | 11 | 7 | -12 | -9 | -6 | -0.5 | -0.2 | -17
O=C(CCS(=O)(=O)c1ccc(F)cc1)Nc1nccs1 | . | -11 | . | -18 | -9 | 12 | 18 | 8 | -2.4 | 0.7 | -6
CCn1c(SCC(=O)N2CCC(C(N)=O)(N3CCCCC3)CC2)nnc1-c1ccccc1 | 0 | 14 | 5 | -5 | -10 | -3 | -13 | 19 | -3.7 | -0.2 | -2
COc1ccc(CC(=O)NCc2nnc(SCc3ccc([N+](=O)[O-])cc3)n2C)cc1 | 3 | -5 | 5 | 0 | -14 | 0 | 21 | 4 | 0.9 | -0.1 | -20
O=C1CC(Nc2ccc(N3CCOCC3)cc2)C(=O)N1C1CCCCC1 (centres undefined) | 1 | 8 | -1 | 1 | -12 | 3 | 8 | 8 | -0.3 | -0.1 | -13
O=C(NCCc1ccccc1)C1CCC(CNc2c(N3CCCCC3)c(=O)c2=O)CC1 (centres undefined) | 1 | -5 | . | -14 | 19 | 15 | -21 | -12 | 1.3 | -0.2 | -17
COc1ccc(C(=O)C2CCCN(Cc3ccc4nonc4c3)C2)cc1F (centres undefined) | -1 | 16 | -8 | 4 | -14 | 4 | 13 | 2 | 0.7 | 0.0 | -1

3 entries drawn at random from those above:
SMILES | NR2E3 ag-1 | Peg3 prom inh | MITF TRPM1 inh | HIF-2a inh | CF NFkB inh | TWEAK Fn14 block | Shn3 3UTR inh | KKLEB cytotox | iPSC survival up | aDG glyco up | NR2E3 ag-2
O=C(NCCc1ccccc1)C1CCC(CNc2c(N3CCCCC3)c(=O)c2=O)CC1 (centres undefined) | 1 | -5 | . | -14 | 19 | 15 | -21 | -12 | 1.3 | -0.2 | -17
COc1ccc(CC(=O)N2CCN(c3ccccc3)CC2)cc1 | -2 | -2 | -2 | 3 | -25 | 2 | -7 | 13 | 1.5 | 0.0 | -20
O=C(CCS(=O)(=O)c1ccc(F)cc1)Nc1nccs1 | . | -11 | . | -18 | -9 | 12 | 18 | 8 | -2.4 | 0.7 | -6
